# Compound activity: PubChem BioAssay, several laboratories
# HSF1 activator: increases HSF-1 driven luciferase reporter signal; NIH3T3-HGL HSF-1 luciferase reporter, MG132, 8 h; 100% = twice DMSO control signal; activation, % at 9 µM; actives 1.7% (n = 300,000); AID 504408;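 active = mean replicate activation of at least 50% with a set share of replicates each reaching 50%; inconclusive = only one of those two conditions met; inactive = mean below 50% and too few replicates reaching it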;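 also: 0% = median of the neutral control wells and 100% = twice that signal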
# GSK3B inh: inhibitors of human GSK3beta kinase. P49841. GST-GSK3beta kinase, ADP-Glo luminescence, 60 min; stronger effect = lower value. activity score (negative = inhibition), % at 10 µM. actives 0.038% (n = 300,000). AID 2097;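 active = more than half of replicate wells score below -50%, meaning over 50% inhibition versus plate controls; inconclusive = some replicates but at most half score below -50%; inactive = no replicate scores below -50%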;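 also: 0% = median DMSO wells and -100% = median GW8510 positive control wells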
# Target sequence (P49841 whole entry, looked up): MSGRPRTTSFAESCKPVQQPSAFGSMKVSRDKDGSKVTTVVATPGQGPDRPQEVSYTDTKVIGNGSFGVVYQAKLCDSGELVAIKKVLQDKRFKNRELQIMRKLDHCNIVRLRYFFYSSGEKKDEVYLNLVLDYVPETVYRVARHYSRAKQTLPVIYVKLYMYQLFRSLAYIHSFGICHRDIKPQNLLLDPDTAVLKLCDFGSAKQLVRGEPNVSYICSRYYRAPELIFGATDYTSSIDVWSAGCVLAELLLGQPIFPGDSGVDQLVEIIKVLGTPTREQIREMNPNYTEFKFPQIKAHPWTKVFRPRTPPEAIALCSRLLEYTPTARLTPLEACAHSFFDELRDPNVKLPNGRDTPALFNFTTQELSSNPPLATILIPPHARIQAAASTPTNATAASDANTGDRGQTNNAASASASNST
#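 test system = GST-tagged human GSK3beta kinase, cell-free | reagent = 25 µM ATP with peptide substrate | dosing = one dose of 10 µM per compound | schedule = 60 min reaction, RT | detection = luminescent ADP-Glo measurement of ADP formed | control set = DMSO neutral wells and GW8510 at 20 µM as positive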
# Platelet DG rel: modulates dense granule release in human platelets | AID 1663 | human platelet-rich plasma, SFLLRN dense granule ATP release, luminescence | actives 0.22% (n = 300,000) | inhibition, %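 (compounds screened at 7.5 µM in platelet-rich plasma)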;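 active = mean replicate score, as percent of positive control, at or above 50; inconclusive = mean below 50 but at least one replicate at or above 50; inactive = mean and every replicate below 50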
# GSK3 alpha inh: human GSK-3 alpha kinase inhibition; P49840; actives 0.1% (n = 320,000); inhibition, % at 10 µM; ADP-Glo luminescence, 60 min;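 in the data active = inhibition above about 50%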;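 also: GST-tagged GSK-3 alpha with peptide substrate and 25 µM ATP; 0% = DMSO neutral wells and 100% = GW8510 positive control wells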
# Target sequence (P49840 whole entry, looked up): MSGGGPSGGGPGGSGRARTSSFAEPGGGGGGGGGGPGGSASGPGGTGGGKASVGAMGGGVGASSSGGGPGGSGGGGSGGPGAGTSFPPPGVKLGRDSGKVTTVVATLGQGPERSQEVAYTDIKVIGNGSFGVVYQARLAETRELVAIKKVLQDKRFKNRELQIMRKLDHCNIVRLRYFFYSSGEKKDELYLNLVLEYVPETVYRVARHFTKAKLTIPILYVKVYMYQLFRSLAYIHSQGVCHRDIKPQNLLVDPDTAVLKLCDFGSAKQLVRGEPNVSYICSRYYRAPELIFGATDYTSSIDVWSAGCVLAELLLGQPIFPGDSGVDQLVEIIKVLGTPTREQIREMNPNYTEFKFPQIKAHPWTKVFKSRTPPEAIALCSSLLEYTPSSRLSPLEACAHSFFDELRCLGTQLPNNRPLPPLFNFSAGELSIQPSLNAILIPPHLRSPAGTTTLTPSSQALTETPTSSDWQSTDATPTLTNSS
# KLF5 inh: suppresses KLF5 promoter-driven expression; DLD-1 KLF5 promoter-luciferase reporter, luminescence; inhibition, % at 5 µM; actives 0.23% (n = 290,000);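 active = inhibition above a per-plate limit of that plate's mean compound inhibition plus 3 SD, cut at about 60% in these data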;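 also: 0% = DMSO wells and 100% = LY294002 at 200 µM; higher means less KLF5 promoter-driven luciferase light; inactives centre near -14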
# aSyn 5UTR inh: 5' untranslated region of α-synuclein, MLPCN primary screen; actives 0.82% (n = 300,000); alpha-synuclein 5'UTR reporter, inhibitor activity; inhibition, % (tested at 7.5 µM); AID 1813; in the data active = inhibition above about 60%; inconclusive = no clear call, values can overlap the other calls;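 also: H4 neuroglioblastoma cells stably carrying SNCA 5'UTR luciferase fusion; 0% = DMSO wells and 100% = positive control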
# DYRK1A inh: blocks rat Dyrk1A kinase activity; actives 0.43% (n = 310,000); inhibition, % at 12.5 µM; Q63470; ADP-Glo luminescence, NFATc1 peptide; AID 504441; in the data active = inhibition above about 50%;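 also: plate controls were vehicle with enzyme for no effect and no enzyme for full effect; many of its hits are not listed in these tables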
# IEC-6 cytotox: counter-screen for KLF5 inhibitors: cytotoxicity in IEC-6 cells. AID 1825. IEC-6 cytotoxicity, luminescence viability. inhibition, % at 5 µM. actives 0.78% (n = 290,000); in the data active = inhibition above about 22%;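 also: 0% = plate median of test compound wells and 100% = cytotoxic reference compound wells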
# HSP90 refold inh: blocks HSP90-mediated luciferase refolding in reticulocyte lysate | actives 0.91% (n = 290,000) | Rabbit reticulocyte lysate, luciferase refolding luminescence, 3 h | inhibition, % at 5.6 µM | AID 1789;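 active = inhibition above the screen-wide mean plus 3 SD, computed separately per campaign, cut at about 16% in these data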;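 also: 0% = DMSO wells and 100% = 60 µM geldanamycin wells; inhibitors lower the luminescence because luciferase stays unfolded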
# HSF1 inhib: HSF1 inhibition; NIH3T3-HGL HSE-luciferase, MG132-induced, luminescence 8 h; stronger effect = lower value; activity change, negative = inhibition, % at 7.5 µM (by protocol); actives 0.77% (n = 300,000);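 active = more than half of replicate wells show activity change below -50%, luminescence cut by over half; inconclusive = some wells, but at most half, below -50%; inactive = no replicate well below -50%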;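 also: luciferase reports HSF-1 transcriptional activity via heat shock element; 0% = median of DMSO wells and -100% = zero luminescence signal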
# An asterisk follows results filed as active; ? = inconclusive; · = not tested or not shown.
canonical_smiles	HSF1 activator	GSK3B inh	Platelet DG rel	GSK3 alpha inh	KLF5 inh	aSyn 5UTR inh	DYRK1A inh	IEC-6 cytotox	HSP90 refold inh	HSF1 inhib
CSc1ccccc1NC(=S)N/N=C/c1cccn1Cc1cccc(C)c1	11	-2	5	·	-36	3	-7	5	-1	-9
NC(=O)COC(=O)C1CSC2(c3ccc(F)cc3)CCC(=O)N12 (centres undefined)	5	-4	-2	-2	-13	2	-7	-6	-1	2
CCC1CCC(C(=O)NC(CCSC)C(=O)NCCc2ccc(S(N)(=O)=O)cc2)CC1 (centres undefined)	7	-3	10	-3	-8	4	6	3	2	-1
CCn1c(O)c(N=NC(=O)c2ccc(CSc3nncn3C)cc2)c2ccccc21	-8	3	?	-3	6	7	0	-2	2	-6
O=C(Nc1ccnn1C1CCN(C(=O)CCc2ccc(F)cc2)CC1)C1CCOC1 (centres undefined)	4	0	-12	-2	-14	3	8	6	-4	-2
CC1CCN(c2oc(-c3ccc(F)cc3)nc2C#N)CC1	7	-2	2	2	-36	-67	5	6	4	6
CC(C)C(=O)NC(Nc1cc(C(F)(F)F)ccc1Cl)C(Cl)(Cl)Cl (centres undefined)	-7	0	-10	0	-18	10	-4	10	5	-6
COc1ccc(C(c2sc3nc(C)nn3c2O)N2CCC(C(N)=O)CC2)cc1OC (centres undefined)	-18	-1	0	-1	-25	-14	1	0	1	-2
Cc1nnc(SCC(=O)N(C)c2ccccc2)n1Cc1ccccc1	1	-1	1	1	-8	12	-3	-7	-2	-7
CC(C)(C)CN1CCNC[C@H]1Cc1cccc2ccccc12	10	0	-1	6	·	11	3	·	·	-1
CS(=O)(=O)N(CC(=O)N1CCCCCC1)c1cc(Cl)ccc1Cl	0	-1	-2	-1	-13	1	-1	0	1	4
COc1ccc(/C=C(\C#N)C(=O)OCC(=O)NCc2ccccc2Cl)cc1	-2	2	1	-3	7	4	6	-1	1	1
Cc1cc([N+](=O)[O-])nn1CC(=O)N/N=C/c1ccc(O)cc1O	-4	-4	-3	12	14	13	-3	-2	-2	3
O=C(/C=C/c1cccc(F)c1)N1CCc2ccccc21	39	3	37	-4	-101	-111	-3	-13	0	8
CC(C)(C)c1cc(N)n2nc(C(C)(C)C)cc2n1	11	1	-10	-1	-59	-5	-1	-4	-6	5
Nc1c(-c2cccc(Cl)c2)cnc2c(-c3ccccc3)cnn12	64*	3	-11	-1	-190	-243	-5	0	1	26
CC(C)C(c1nnnn1Cc1ccc(F)cc1)N1CCN(C2CCCC2)CC1 (centres undefined)	-4	0	0	-2	-13	-8	-4	8	-3	-4
CC1=N/C(=C\c2ccc([N+](=O)[O-])cc2)C(=O)N1c1cc(Cl)ccc1C	7	-7	7	3	-9	-17	-7	2	-3	0
CCc1c(C)sc2nc(SCC(=O)Nc3cc(C)on3)n(CCOC)c(=O)c12	31	0	-2	-1	8	-2	-5	5	9	13
Cc1cc(/C=C(\C#N)c2nc3ccccc3[nH]2)c(C)n1C	46	0	-1	-3	-31	-224	0	0	-2	24

canonical_smiles	HSF1 activator	GSK3B inh	Platelet DG rel	GSK3 alpha inh	KLF5 inh	aSyn 5UTR inh	DYRK1A inh	IEC-6 cytotox	HSP90 refold inh	HSF1 inhib
COc1ccc(CNc2ncccc2[N+](=O)[O-])cc1	30	0	-1	4	-42	-80	1	-9	-4	6
CCOc1ccc(N2CC(C(=O)NCc3ccccn3)CC2=O)cc1 (centres undefined)	-19	1	5	-2	-10	12	-1	-1	3	-5
O=C(Nc1cccc2ccccc12)c1cc2c(cc1Br)OCO2	-34	5	1	0	-8	1	5	-2	0	-24
c1coc(-c2nnc3n2C2(CCCC2)Cc2ccccc2-3)c1	-6	1	-4	-3	-6	36	-3	-2	3	-4
Cc1ccc(NS(=O)(=O)c2ccc(NC(=O)c3cccs3)cc2)c(C)c1	8	-3	1	-4	-15	-4	1	0	4	6
O=c1c2cc(NC(=S)N3CCCCC3)ccc2nc2n1CCCCC2	21	·	-2	·	-26	-2	-3	0	-3	13
CCOc1ccc(S(=O)(=O)NC(Cc2cnc[nH]2)C(=O)O)cc1 (centres undefined)	-12	-2	4	2	-22	12	6	3	0	-9
CCOC(=O)Cc1csc(NS(=O)(=O)c2cccc([N+](=O)[O-])c2)n1	15	3	-3	-4	-35	-10	16	-4	-1	-3
O=C(NN1C(=O)c2ccccc2NC1c1ccoc1)c1ccc([N+](=O)[O-])cc1 (centres undefined)	17	0	-2	-1	2	-12	-3	0	0	-3
COc1cc(/C=C2/C(C)=C(C#N)c3nc(N)c(C#N)c(C)c32)ccc1OCC(=O)O	3	-7	12	25	-3	-23	7	-6	3	-6
CN1CCN(CC(=O)NN2CC(=O)N(c3ccc(F)cc3)CC2=O)CC1	8	2	-7	2	-26	-5	2	-8	3	-2
Cc1ccc(SCC(=O)OC(C)C(=O)N2CCc3ccccc32)cc1 (centres undefined)	16	3	-24	0	·	-5	7	·	·	0
CCN(CC)C(=O)C1=C(C)NC(=S)NC1c1ccc(C)s1 (centres undefined)	-4	-1	2	-1	-38	14	-2	6	3	-3
Cc1ccc(C(=O)CCC(=O)N2CCN(c3ccccc3O)CC2)cc1	1	3	1	-2	·	2	-1	·	·	4
CN(C)C(=O)CN(c1ccc(F)c(Cl)c1)S(C)(=O)=O	15	2	-8	-5	-7	-20	-6	0	2	0
C/C(CC(C)(C)c1ccccc1)=N\NS(=O)(=O)c1ccccc1	8	2	-2	0	5	8	-6	0	-3	5
COc1cc(C)c(C#N)c(OC)n1	9	-2	·	-4	-28	12	-7	-7	1	-5
CC(C)(C)C(=O)COC(=O)c1cc2ccccc2cc1O	10	-3	-3	-1	-23	-12	5	10	-2	-3
COc1cccc(C(=O)Nc2nnc(Cc3ccc(OC)c(OC)c3)s2)c1	11	2	-2	-5	-11	11	-3	3	-2	1
COc1cc(/C=N/NC(=O)COc2ccccc2C)ccc1OC(=O)c1cccs1	6	10	-2	-2	-48	9	·	-6	4	4

canonical_smiles	HSF1 activator	GSK3B inh	Platelet DG rel	GSK3 alpha inh	KLF5 inh	aSyn 5UTR inh	DYRK1A inh	IEC-6 cytotox	HSP90 refold inh	HSF1 inhib
Cc1cc(N2CCOCC2)n2nc(C)c(-c3ccccc3Cl)c2n1	12	1	-4	2	-5	-20	-4	-2	1	2
COC(=O)c1ccc(N(CC(=O)NC2CCCC2)C(=O)CNC(=O)c2cccs2)cc1	-14	1	15	-1	-6	14	-4	0	2	-5
COCCSc1nnc(NC(=O)C2CC(=O)N(c3ccc(C)cc3)C2)s1 (centres undefined)	-14	-1	5	-5	-28	-14	8	2	-3	-22
O=C(Nc1nnc(/N=C/c2ccco2)s1)c1ccc(F)cc1	32	-1	7	-1	-18	-30	-3	2	5	13
COC(=O)c1ccc(CNC(=O)C2CCC(=O)N(CCc3ccccc3)C2)cc1 (centres undefined)	-11	3	-2	·	-22	10	2	-4	-8	-11
COc1ccc(NC(=O)COC(=O)c2ccc(OCc3c(C)noc3C)cc2)cc1OC	30	4	13	-2	7	-6	-10	-4	-5	3
Cc1cc(=O)oc2cc(OCC(=O)OCC(=O)N(CCC#N)c3ccccc3)ccc12	-11	1	0	1	-16	4	·	-1	2	0
COc1ccc(CNC(=O)N2CCN(c3cccc(Cl)c3)CC2)cc1OC	-8	0	-1	1	-6	6	0	1	-2	1
COCCCNc1ncnc2c1nc1n2CCCC1	5	-2	1	-2	-7	-3	4	0	-3	-9
C/C(=N\NC(=O)CN1CCN(c2ccc(F)cc2)CC1)c1ccco1	-7	0	-2	2	·	18	12	·	·	0
Cc1ccc(-c2nc3ccccc3s2)cc1NC(=O)c1ccc2c(c1)OCO2	21	1	10	-1	-22	-76	-1	-6	-3	4
CC1=CC(C)(C)n2c(O)c(N=NC(N)=S)c3cccc1c32	-7	-2	-1	-1	-5	23	-2	-1	-4	-7
Cc1ccc(/C=N\NC(=O)c2cc([N+](=O)[O-])cc([N+](=O)[O-])c2)o1	4	2	8	·	-19	-20	-3	1	1	0
O=C(Nc1ccc(CCC(=O)N2CCCC2)cc1)c1ncn[nH]1	-1	0	9	0	-30	-3	-4	-4	-4	-4
COc1ccc(Br)cc1S(=O)(=O)N1CC(C)OC(C)C1 (centres undefined)	-3	0	-1	0	-53	11	0	-3	-1	-3
COc1cc2c(cc1OC)C(C(=O)Nc1ccccc1N1CCN(C)CC1)C1c3ccccc3CCN1C2=O (centres undefined)	2	-3	5	0	-20	11	0	6	1	-16
COc1cccc(-c2nnc3sc(-c4ccccn4)nn23)c1	20	-2	12	1	-38	-103	13	-4	-3	0
CCc1cc2c3c(c1)C(C)CC(C)(C)N3C(=O)C2=O (centres undefined)	-11	0	0	-2	-10	-15	15	4	1	-2
Cc1ccc(NC(=O)CCNC(=O)c2ccc([N+](=O)[O-])cc2)cc1S(=O)(=O)N(C)C	7	0	8	-9	5	5	1	1	1	-9
CN1C(=O)[C@@H]2[C@@H]3C[C@@H]([C@H]4ON=C(c5ccc(Cl)cc5)[C@@H]34)[C@@H]2C1=O	23	-2	-18	-2	-14	-10	1	-5	1	3

canonical_smiles	HSF1 activator	GSK3B inh	Platelet DG rel	GSK3 alpha inh	KLF5 inh	aSyn 5UTR inh	DYRK1A inh	IEC-6 cytotox	HSP90 refold inh	HSF1 inhib
Cc1ccc(CN2CCN(Cc3ccccn3)CC2CCO)cc1 (centres undefined)	8	1	0	-1	-9	-4	7	1	5	-7
O=C(NN1C(=O)C2C3C=CC(C3)C2C1=O)c1ccco1 (centres undefined)	8	5	-1	2	-9	14	-4	-6	-1	3
COc1ccccc1N1CCN(C2CCCN(C(=O)CCC(=O)N(C)C)C2)CC1 (centres undefined)	-11	-2	1	-1	-1	0	-3	1	4	-4
CCOC(=O)N1CCN(S(=O)(=O)N2CCCC(C(=O)NCCCN3CCCCC3CC)C2)CC1 (centres undefined)	-3	1	4	3	-32	-4	-7	-3	-4	-8
Cn1c(=O)cc(OCC(=O)NCCCN2CCN(c3ccccc3F)CC2)c2ccccc21	3	7	-2	0	-57	-11	-3	4	5	5
C1=C(N2CCOCC2)/C(=C/c2nc3ccccc3[nH]2)CC1	-3	-1	-1	0	·	14	10	·	·	-1
CCCNC(=O)CN(C)S(=O)(=O)c1c(C)cc(C)cc1C	2	-1	29	1	-27	3	-6	-5	3	-6
Cc1nn(Cc2ccccc2Cl)c(C)c1C(=O)NC1=NCCS1	0	-2	5	-3	-8	17	-3	3	-1	-2
Cc1ccc(Cn2c(=O)c3ccccc3n3c(CCC(=O)O)nnc23)cc1	-2	-1	-3	-4	-12	10	5	-4	-1	-2
COc1cc(NC(=O)c2cccnc2)ccc1NC(=O)c1ccccc1Cl	5	2	0	-2	-40	1	3	-3	-6	2

# Only part of the results is shown (hit frequency here may not be typical).
